Source: PubChem
WRN helicase inh: WRN helicase (human) inhibition. WRN helicase unwinding, fluorescent forked duplex, kinetic. AID 651768. 0.46% of 360,000 active. Potency, µM (series often up to 114 µM), without a hit: at the top dose activity change, negative = inhibition, hits mostly inhibitors. Q14191; further: potency means the concentration at half of the fitted maximal effect; on the % scale 0 is the no-effect control and ±100 the full control effect; nearly all actives have a fitted effect of over 55% in size
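Fluorescence dequenching readout, ex 525 nm/em 598 nm, kinetic mode: forked duplex DNA (100 nM final) with adjacent fluorophore and quencher unwound by WRN (20 nM final) with 2 mM ATP. Compound preincubation 15 min, room temperature.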
Abeta rescue: restores growth of yeast expressing A-beta42 peptide; yeast expressing A-beta42, growth rescue, OD600, 48 h; response scale: 0% DMSO, 100% iron-clioquinol control; Potency, µM (highest dose often 46.1 µM), for the others: at the top dose growth rescue, hits mostly activators; 0.063% of 410,000 active; further: potency means the concentration at half of the fitted maximal effect; nearly all actives have a fitted effect of over 55% in size
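Yeast growth medium received pinned compounds, then yeast cells expressing toxic A-beta were added; plates incubated at 30 C for 48 hr. Growth read as absorbance at 600 nm, normalized to DMSO and equimolar FeCl3 plus clioquinol controls.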
IL2 activator: activators of IL-2 | IL-2 activation reporter assay, cell-based qHTS; stimulated with anti-CD3/CD4/CD28 beads; in transgenic mouse T cells | activation, % (series mostly up to about 46 µM) | 0.065% of 360,000 active | AID 652025; in the data active means activation above about 50%; inconclusive means mostly about 30% to 49%; further: 0% is about no effect
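Screening format: compound pinned onto unstimulated transgenic mouse T cells, 60 min incubation, then anti-CD3/anti-CD4/anti-CD28 bead stimulation for 18 hours at 37 degrees C, followed by EGFP and DsRed detection.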
EPAC1 antag: antagonists of human EPAC1 | EPAC1 GEF assay, Rap1b-BODIPY-GDP exchange fluorescence | Potency, µM (doses to about 115 µM), for inactives: at the highest dose activity change, negative = inhibition, hits mostly inhibitors | 0.14% of 360,000 active | AID 720709;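 further: potency means the concentration at half of the fitted maximal effect; plate controls were vehicle for no effect and positive control for full effect; nearly all actives have a fitted effect of over 50% in size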
EPAC1 ag: EPAC1 (human) agonism. Potency, µM (doses to about 154 µM), for inactives: at the top dose activation, hits mostly activators. EPAC1 agonist qHTS, biochemical assay; response scale: 100% = response to 6.5 mM cAMP. AID 720707. 0.073% of 360,000 active; further: potency means the concentration at half of the fitted maximal effect; nearly all actives have a fitted effect of over 60% in size
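Multi-concentration qHTS readout: loss of Rap1B-bound BODIPY-GDP fluorescence driven by 100 nM EPAC1 with excess GDP (50 uM), monitored kinetically at room temperature; agonist response expressed relative to 6.5 mM cAMP.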
PLK1 PBD inh: inhibitors of human PLK1 polo-box domain binding; Plk1 PBD binding of FITC phosphopeptide, fluorescence polarization; Potency, µM, for inactives: max response, negative = inhibition, usual class: inhibitors; 2.8% of 360,000 active; further: potency means the concentration at half of the fitted maximal effect; series mostly up to about 57 µM; on the % scale 0 is the no-effect control and ±100 the full control effect; nearly all actives have a fitted effect of over 65% in size
Target sequence (P53350 whole entry, looked up, the tested form may be a part): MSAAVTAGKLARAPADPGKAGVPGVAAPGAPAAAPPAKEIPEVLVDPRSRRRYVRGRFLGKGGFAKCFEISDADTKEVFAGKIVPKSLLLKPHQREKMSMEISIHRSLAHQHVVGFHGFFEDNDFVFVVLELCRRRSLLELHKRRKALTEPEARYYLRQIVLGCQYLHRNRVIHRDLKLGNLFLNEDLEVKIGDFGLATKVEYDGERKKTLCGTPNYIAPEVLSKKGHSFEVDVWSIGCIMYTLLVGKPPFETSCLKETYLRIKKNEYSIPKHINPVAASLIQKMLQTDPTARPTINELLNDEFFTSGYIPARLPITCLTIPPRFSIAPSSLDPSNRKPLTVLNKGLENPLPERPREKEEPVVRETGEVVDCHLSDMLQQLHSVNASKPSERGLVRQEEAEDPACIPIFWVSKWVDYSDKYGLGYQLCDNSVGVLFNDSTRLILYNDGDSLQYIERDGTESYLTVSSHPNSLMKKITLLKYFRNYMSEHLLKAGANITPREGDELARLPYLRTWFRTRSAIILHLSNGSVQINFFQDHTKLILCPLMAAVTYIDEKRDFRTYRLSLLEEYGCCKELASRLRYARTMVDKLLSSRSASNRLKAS
PI5P4K alpha inh: PI5P4K alpha (human) kinase inhibition. P48426. PI5P4Kalpha enzyme, ADP-Glo luminescence, 60 min; stronger effect = lower value. max response, %. 1.2% of 330,000 active; active means max response of -50% or lower; inconclusive means between -30% and -50%; inactive means -30% or higher; further: value at the top dose of about 77 µM; on the % scale 0 is the no-effect control and ±100 the full control effect
Target sequence (P48426 whole entry, looked up): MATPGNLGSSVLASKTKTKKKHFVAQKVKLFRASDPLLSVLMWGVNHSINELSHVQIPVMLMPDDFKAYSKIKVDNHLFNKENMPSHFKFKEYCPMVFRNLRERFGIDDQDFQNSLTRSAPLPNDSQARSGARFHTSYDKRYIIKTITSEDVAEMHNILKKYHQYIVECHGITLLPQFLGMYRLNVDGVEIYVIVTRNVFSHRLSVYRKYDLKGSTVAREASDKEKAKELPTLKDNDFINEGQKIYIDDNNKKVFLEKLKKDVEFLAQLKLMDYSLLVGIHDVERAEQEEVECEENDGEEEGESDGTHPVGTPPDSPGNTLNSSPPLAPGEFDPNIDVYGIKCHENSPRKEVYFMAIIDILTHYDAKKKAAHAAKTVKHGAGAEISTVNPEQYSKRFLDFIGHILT
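Luminescence from ADP-Glo served as readout of PI5P4Kalpha activity in a qHTS format. Reaction: enzyme, substrate, compound, ATP at 5 microM final, 60 min at RT.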
FUS yeast rescue: rescues growth of FUS-expressing yeast; S. cerevisiae FUS-expressing, growth rescue, OD600, 24 h; Potency, µM (series often up to 76.6 µM), inactives show at the highest dose growth rescue (activation), usual class: activators; 0.24% of 390,000 active;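 further: potency means the concentration at half of the fitted maximal effect; plate controls were DMSO vehicle for no effect and reference control for full effect; nearly all actives have a fitted effect of over 55% in size; some results filed as inactive show a strong effect at the top dose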
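Steps: raffinose overnight preculture; dilution to OD 0.005 in 2% galactose minimal medium; compound addition (concentration series); 24hr at 30C, 99% humidity; absorbance read at 600 nm.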
Numbers without * were called inactive; ? = inconclusive; . = no result given; [ ] = dose if it differs, or a comment. Unless noted, the call rests on the fitted dose curve; in most records, active means well fitted curve in the direction sought with a large enough effect; inconclusive means small, poorly fitted or top-dose-only effect, or another doubt; inactive means no such curve, though single readings can be large; an effect the other way counts as inactive or inconclusive.

1) C[N+](C)(C)CCCC(=O)c1ccc2c(c1)OCO2
2) O=S(=O)(Nc1ccc(S(=O)(=O)N2CCCCC2)cc1)c1cccs1
3) O=C(NC(Cc1ccccc1)C(=O)O)/C(=C/c1ccc([N+](=O)[O-])cc1)NC(=O)c1ccccc1 (centres undefined)
4) COc1ccc2c(c1OC)C(=O)N1N=C(c3ccc(Cl)cc3)CC21 (centres undefined)
5) CCOCc1c(C(=O)OCC(=O)Nc2ccc(C)c(S(=O)(=O)N(C)C)c2)oc2ccccc12
Compound	1	2	3	4	5
WRN helicase inh	7%	-7%	5%	12%	-17%
Abeta rescue	14%	29%	-10%	-19%	-20%
IL2 activator	0.5	-0.3	-2.0	-1.6	-0.4
EPAC1 antag	1%	3%	12%	-12%	-15%
EPAC1 ag	-11%	5%	-2%	-3%	2%
PLK1 PBD inh	-24%	-15%	-8%	5%	1%
PI5P4K alpha inh	23	3	5	-7	4
FUS yeast rescue	-19%	4%	17%	18%	?

2 entries drawn at random from those above, as already listed:
2) O=S(=O)(Nc1ccc(S(=O)(=O)N2CCCCC2)cc1)c1cccs1
1) C[N+](C)(C)CCCC(=O)c1ccc2c(c1)OCO2
Compound	2	1
WRN helicase inh	-7%	7%
Abeta rescue	29%	14%
IL2 activator	-0.3	0.5
EPAC1 antag	3%	1%
EPAC1 ag	5%	-11%
PLK1 PBD inh	-15%	-24%
PI5P4K alpha inh	3	23
FUS yeast rescue	4%	-19%

3 of the entries above in order of their number in EPAC1 antag, high to low.
nr | mol | EPAC1 antag
3 | O=C(NC(Cc1ccccc1)C(=O)O)/C(=C/c1ccc([N+](=O)[O-])cc1)NC(=O)c1ccccc1 (centres undefined) | 12%
2 | O=S(=O)(Nc1ccc(S(=O)(=O)N2CCCCC2)cc1)c1cccs1 | 3%
4 | COc1ccc2c(c1OC)C(=O)N1N=C(c3ccc(Cl)cc3)CC21 (centres undefined) | -12%

Carrying on:
6) CC(C)(C)NCCOCCOc1ccccc1-c1ccccc1
7) COc1ccc(NC(=O)CSc2ccccc2)cn1
8) Cc1ccc(C(=O)Cn2c(C)cc(C)c(C#N)c2=O)cc1
9) Cc1ccsc1C(=O)OCC(=O)Nc1c(Cl)cccc1C(F)(F)F
10) O=C(CSc1cccc2cccnc12)Nc1cccc(S(=O)(=O)N2CCOCC2)c1
Compound	6	7	8	9	10
WRN helicase inh	?	1%	0%	6%	-1%
Abeta rescue	-16%	12%	8%	5%	-14%
IL2 activator	-1.2	1.0	0.0	-1.9	-0.1
EPAC1 antag	16%	1%	13%	-11%	-9%
EPAC1 ag	-2%	5%	3%	-1%	-5%
PLK1 PBD inh	-7%	?	-1%	-13%	-13%
PI5P4K alpha inh	5	2	-24	1	8
FUS yeast rescue	.	-1%	10%	.	10%

11) O=C(O)c1cc(-c2ccc(Cl)cc2)n(-c2ccc(Cl)cc2)n1
12) Cc1ccc(-c2nc(CN3CCN(C(=O)C4CCCO4)CC3)cs2)cc1 (centres undefined)
13) CN(CCC#N)C(=O)COC(=O)c1ccccc1OCc1ccccc1Cl
14) CCc1cc[n+](-c2nc3ccccc3nc2[N-]S(=O)(=O)c2ccc(Br)s2)cc1
15) CC(C)[C@H](NC(=O)OCc1ccccc1)C(=O)OCC(=O)NCc1ccco1
Compound	11	12	13	14	15
WRN helicase inh	-5%	-11%	-3%	-13%	-28%
Abeta rescue	-22%	6%	6%	12%	-5%
IL2 activator	0.8	-2.6	0.5	4.2	-0.9
EPAC1 antag	9%	7%	-20%	-10%	-10%
EPAC1 ag	5%	-5%	2%	18%	-2%
PLK1 PBD inh	-14%	-2%	2%	-20%	-17%
PI5P4K alpha inh	7	0	0	-23	?
FUS yeast rescue	5%	.	11%	20%	17%

16) COc1ccc(CNc2cc(C)nc3ccc(OC)cc23)cc1
17) S=C(NCc1ccccn1)Nc1ccc(Cl)cc1Cl
18) COc1cccc(-n2nnc3c(=O)n(CC(=O)N4CCC(C)CC4)cnc32)c1
19) CN(CC(=O)Nc1ccc(Cl)cc1)CC(=O)Nc1cccc(Br)c1
20) COc1ccc(NC(=O)C2Cc3cc(S(=O)(=O)N4CCCCC4)ccc3N2C(C)=O)cc1Cl (centres undefined)
Compound	16	17	18	19	20
WRN helicase inh	9%	11%	0%[57.1 µM]	-3%	-10%
Abeta rescue	-9%	10%	6%	19%	7%
IL2 activator	-0.6	0.1	0.7	-1.7	-1.4
EPAC1 antag	-17%	16%	5%	-12%	?
EPAC1 ag	-2%	-5%	-3%	0%	-2%
PLK1 PBD inh	0%	-4%	-3%	2%	1%
PI5P4K alpha inh	-3	-6	.	33	0
FUS yeast rescue	-5%	6%	-2%	11%	43%

21) CCC1=C(NCc2ccccc2)COC1=O
22) COc1ccc(/C=C/C(=O)Nc2cc(S(=O)(=O)N3CCOCC3)ccc2N2CCCC2)cc1OC
23) O=C(Nc1ccc(N2CCOCC2)c(S(=O)(=O)Nc2ccccc2Cl)c1)c1ccccc1
24) O=[N+]([O-])c1cc2c(c3cccnc13)COCO2
25) CCCC(C(=O)NCc1ccco1)N(C(=O)CNS(=O)(=O)c1ccccc1)C1CCCC1 (centres undefined)
Compound	21	22	23	24	25
WRN helicase inh	2%	-1%	-5%	?	-9%
Abeta rescue	-6%	-11%	6%	-14%	-4%
IL2 activator	1.0	-0.2	-0.8	-0.5	0.3
EPAC1 antag	11%	-29%	-1%	-11%	9%
EPAC1 ag	-6%	7%	12%	2%	-9%
PLK1 PBD inh	-25%	-4%	4%	-15%	-1%
PI5P4K alpha inh	-2	-8	-2	-56*	3
FUS yeast rescue	4%	19%	21%	.	?

26) Cn1nc(C(=O)NC2CCCCC2)c2ccccc2c1=O
27) O=C(Cc1ccsc1)Nc1ccc(Cl)cc1Cl
28) CCN(CC(=O)Nc1cc(Cl)ccc1-n1cncn1)Cc1nc2ccccc2c(=O)[nH]1
29) CC1CCN(S(=O)(=O)c2cccc(C(=O)Nc3nccs3)c2)CC1
30) COC(=O)c1cc(NC(=O)COC(=O)CN2C(=O)C3CC=CCC3C2=O)cc(C(=O)OC)c1 (centres undefined)
Compound	26	27	28	29	30
WRN helicase inh	6%	-8%	-10%	-6%	-20%
Abeta rescue	-9%	9%	2%	9%	0%
IL2 activator	-0.8	-3.3	-2.1	-0.3	-0.4
EPAC1 antag	1%	-27%	2%	-9%	?
EPAC1 ag	2%	-12%	-1%	6%	?
PLK1 PBD inh	-9%	1%	-9%	-8%	-6%
PI5P4K alpha inh	0	7	-5	.	-3
FUS yeast rescue	5%	-8%	.	30%	22%

31) CCCC1C(c2ccco2)NC(c2ccco2)CC1(C)O (centres undefined)
32) O=c1cc(CO)occ1OCc1c(F)cccc1Cl
33) O=C1Cc2cc(NS(=O)(=O)c3ccc([N+](=O)[O-])cc3)cc3c2N1CCC3
34) Nc1nonc1C(=O)NCCN=Cc1cc(Cc2ccccc2)cc(Br)c1O
35) COc1cc(S(=O)(=O)N(Cc2ccccn2)Cc2ccco2)ccc1-n1cnnn1
Compound	31	32	33	34	35
WRN helicase inh	-4%	-2%	-5%	?	-1%[57.1 µM]
Abeta rescue	0%	-11%	1%	-92%[inhibitor]	6%
IL2 activator	3.6	-0.4	-2.4	-2.9	-0.1
EPAC1 antag	3%	6%	-1%	?	1%
EPAC1 ag	3%	-1%	6%	9%	-9%
PLK1 PBD inh	-3%	-13%	-13%	?	-8%
PI5P4K alpha inh	-6	5	-3	?	.
FUS yeast rescue	-12%	3%	13%	25%	-4%

36) CCOC(=O)C(CC(=O)c1ccccc1)CC(=O)c1ccccc1
37) COc1ccc(OCc2cc(C(=O)N3CCCC(OC)C3)no2)c2ccccc12 (centres undefined)
38) COc1cc(/C=C2\SC(=S)N(CCC(=O)NCCc3ccccc3)C2=O)cc(OC)c1OC
39) CCC(C)NC(=O)CCS(=O)(=O)c1ccc2c(c1)n(C)c(=O)c(=O)n2C (centres undefined)
40) Cc1ccc(CNC(=O)/C=C/c2c(Cl)cccc2Cl)cc1
Compound	36	37	38	39	40
WRN helicase inh	1%	-6%	1%	2%	-11%[57.1 µM]
Abeta rescue	13%	27%	-6%	-8%	14%
IL2 activator	-2.6	3.3	2.2	-0.8	0.6
EPAC1 antag	4%	-25%	?	-6%	4%
EPAC1 ag	1%	4%	-12%	-5%	-1%
PLK1 PBD inh	5%	7%	-2%	19%	2%
PI5P4K alpha inh	1	-7	14	1	-4
FUS yeast rescue	18%	38%	5%	-13%	-10%

41) COc1cc(OC)cc(C(=O)N[C@H](C(=O)NCc2ccccc2)C(C)C)c1
42) COc1ccc(CNc2nc(-c3ccccc3)nn2C(=O)c2cccs2)cc1
43) Cc1cc2oc(=O)cc(CN3CCCC3)c2cc1Cl
44) CCCCOCCCNC(=O)C[C@@H]1C[C@@]2(C(=O)OC)CC(C)(C)CC=C2N(Cc2ccc3c(c2)OCO3)C1=O
45) CCNS(=O)(=O)c1ccc(S(=O)(=O)N(Cc2ccccn2)C2CCCCC2)cc1
Compound	41	42	43	44	45
WRN helicase inh	9%	-11%	0%	-4%	2%[57.1 µM]
Abeta rescue	-19%	-5%	-13%	11%	15%
IL2 activator	-0.7	2.2	-0.4	-0.8	-1.6
EPAC1 antag	-7%	-7%	1%	-23%	4%
EPAC1 ag	-1%	8%	-12%	-15%	2%
PLK1 PBD inh	-11%	5%	-11%	9%	-3%
PI5P4K alpha inh	3	.	-13	3	0
FUS yeast rescue	16%	3%	12%	?	-3%

46) Cc1cc(OCC(=O)Nc2cccc(S(=O)(=O)NC3=NCCCCC3)c2)ccc1Cl
47) COc1ccc(S(=O)(=O)Cc2ccc(C(=O)N3CCN(c4cccc(C)c4C)CC3)o2)cc1
48) CCc1nccn1S(=O)(=O)c1ccc(OC)c(OC)c1
49) C#CCN1C(=O)C(O)(CC(=O)c2cc(OC)ccc2OC)c2ccccc21 (centres undefined)
50) O=C(Cn1cnc2c(cnn2-c2ccc(F)cc2)c1=O)NCC1CCCO1 (centres undefined)
51) O=C(CSc1nnnn1-c1ccc(O)cc1)c1cc2ccccc2o1
52) CC1CN(Cc2nc3c(c(=O)n(C)c(=O)n3C)n2Cc2cccc(Cl)c2)CC(C)O1 (centres undefined)
Compound	46	47	48	49	50	51	52
WRN helicase inh	-9%	-7%	-2%	-8%	6%	-9%	-6%
Abeta rescue	12%	-14%	14%	11%	4%	-4%	5%
IL2 activator	-1.4	-0.9	-1.8	1.2	0.1	0.0	-2.3
EPAC1 antag	-19%	-25%	-16%	-19%	-5%	-9%	1%
EPAC1 ag	0%	2%	-13%	0%	6%	3%	5%
PLK1 PBD inh	-4%	-14%	-17%	-9%	-7%	-5%	-14%
PI5P4K alpha inh	-3	1	8	-2	-8	-7	-6
FUS yeast rescue	19%	42%	-24%	16%	-23%	1%	-3%
